CHT PAM: allosteric activators of human choline transporter CHT. Q9GZV3. CHT-expressing cells, membrane potential dye, choline EC20; hits give high values; LV-AA mutant CHT in HEK293 cells. B-score at 10 µM. actives 0.49% (n = 310,000);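 active means initial fluorescence not abnormally high and integrated response B-score, plate-corrected, over 3 SD above library mean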
Target sequence (Q9GZV3 whole entry, looked up): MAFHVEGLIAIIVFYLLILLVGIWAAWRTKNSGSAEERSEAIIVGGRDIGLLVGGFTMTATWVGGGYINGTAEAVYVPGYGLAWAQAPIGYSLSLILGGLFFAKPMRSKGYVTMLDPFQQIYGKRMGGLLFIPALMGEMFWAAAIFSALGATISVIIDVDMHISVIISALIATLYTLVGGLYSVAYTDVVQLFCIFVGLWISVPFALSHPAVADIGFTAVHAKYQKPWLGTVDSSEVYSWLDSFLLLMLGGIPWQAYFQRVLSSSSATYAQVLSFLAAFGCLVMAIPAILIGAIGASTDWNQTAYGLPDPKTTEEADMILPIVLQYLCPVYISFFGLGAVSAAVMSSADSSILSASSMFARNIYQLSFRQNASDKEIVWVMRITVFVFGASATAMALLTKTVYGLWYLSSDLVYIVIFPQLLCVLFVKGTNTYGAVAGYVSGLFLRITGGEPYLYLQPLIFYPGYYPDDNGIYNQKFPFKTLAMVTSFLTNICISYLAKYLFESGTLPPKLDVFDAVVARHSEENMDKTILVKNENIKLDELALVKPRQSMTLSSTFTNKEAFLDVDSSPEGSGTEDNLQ
OX1R antag: blocks the human orexin 1 receptor | CHO/OX1R cells, Fluo-8 calcium fluorescence, orexin A | O43613 | AID 434989 | actives 0.43% (n = 330,000) | inhibition, % at 5 µM;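 active means inhibition above its plate's threshold, mean inhibition of all tested compounds on the plate plus 3 SD, cut at about 37% in these data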;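 further: 0% = orexin A challenge wells and 100% = SB-334867-A antagonist wells; not every result past the cut was called active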
Target sequence (O43613 whole entry, looked up): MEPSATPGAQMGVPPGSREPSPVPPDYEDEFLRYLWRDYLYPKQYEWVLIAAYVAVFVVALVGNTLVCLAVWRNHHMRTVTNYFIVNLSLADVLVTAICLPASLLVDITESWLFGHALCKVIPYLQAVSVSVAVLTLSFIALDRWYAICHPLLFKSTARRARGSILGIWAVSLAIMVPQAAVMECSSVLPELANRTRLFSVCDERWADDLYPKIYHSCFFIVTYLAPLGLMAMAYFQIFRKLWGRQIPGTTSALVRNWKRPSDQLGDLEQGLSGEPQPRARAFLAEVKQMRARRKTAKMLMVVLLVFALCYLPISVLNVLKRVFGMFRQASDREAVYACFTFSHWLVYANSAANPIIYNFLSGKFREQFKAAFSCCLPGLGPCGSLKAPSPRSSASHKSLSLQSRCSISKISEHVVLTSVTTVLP
An asterisk follows results filed as active; i = inactive; . = not tested or not shown.

| structure | CHT PAM | OX1R antag |
| --- | --- | --- |
| Cc1nn(CCc2nc(-c3ccco3)cs2)c2[nH]c(=O)cc(C(F)(F)F)c12 | i | -21 |
| C/C(CC(=O)Nc1ccc([N+](=O)[O-])cc1)=N/NC(=O)C1CC12CCC2 (stereo not given) | i | 28 |
| O=S(=O)(Nc1cccc(-n2cnnn2)c1)c1ccc(Cl)nc1 | i | -10 |
| CCCc1ccc(-c2cc(C(=O)Nc3ccc([N+](=O)[O-])cn3)c3ccccc3n2)cc1 | i | -14 |
| Cc1nnc2n(-c3ccccc3)c(=O)c3ccccc3n12 | i | -11 |
| CSc1ccccc1OCc1cc(C(=O)N2C[C@H]3CC[C@H]2C3)no1 | i | -18 |
| O=C(CSc1nnc(NC(=O)c2cccc(Br)c2)s1)NCC1CCCO1 (stereo not given) | i | -20 |
| CCOc1ccc(C(Nc2ccc(C)cc2)P2(=O)OCC(C)(C)CO2)cc1 (stereo not given) | i | -16 |
| COc1ccc(S(=O)(=O)N2CCOCC2)cc1C(=O)N1CCCCC1 | i | 4 |
| Cc1cccc(NC(=O)CSCC(=O)Nc2ccc(S(=O)(=O)N3CCCC3)cc2)c1 | i | -1 |
| COc1ccc(-c2[nH]ncc2CN(C)Cc2ccccn2)c(OC)c1 | i | -8 |
| CC(C)C(C)NC(=O)COc1ccc([N+](=O)[O-])cc1Cl (stereo not given) | i | -9 |
| CCCn1c(O)c(N=NC(=O)CNC(=O)c2cccnc2)c2ccccc21 | i | -2 |
| COc1cc(/C=C2\SC(=S)N(NS(=O)(=O)c3ccccc3)C2=O)cc(OC)c1OC | i | -28 |
| O=C(NC(=S)N1CCCc2ccccc21)c1ccco1 | i | 2 |
| CCCCN(C(=O)Cc1ccc(S(=O)(=O)N2CCOCC2)s1)c1c(N)n(CCCC)c(=O)[nH]c1=O | i | 0 |
| Cc1ccc2nc(NC(=O)c3ccc4ncsc4c3)sc2c1 | i | -24 |
| CN(c1ccccc1)S(=O)(=O)c1cccc(NC(=O)COc2ccccc2)c1 | . | 37 |
| O=C(O)C(c1ccccc1)N1C(=O)c2cccc3cccc(c23)C1=O (stereo not given) | i | -9 |
| COC(=O)c1ccc(N=NNc2ccccc2)cc1 | i | -25 |
| COc1cccc(/C=C2\SC(=O)NC2=O)c1OCc1ccc(C(=O)O)cc1 | i | -16 |
| O=C(CS(=O)c1ccc(C(F)(F)F)cc1[N+](=O)[O-])Oc1ccccc1 (stereo not given) | i | -7 |
| COc1c(F)cccc1C1=CC(=O)C[C@H](c2ccc3c(c2)OCO3)C1 | . | 2 |
| COc1ccc(C2=NN(C(=O)c3ccccc3)C(c3ccccc3)C2)c(O)c1 (stereo not given) | i | -33 |
| COc1ccc(NC(=O)c2nc[nH]c2C(=O)Nc2ccccc2C)cc1 | i | -7 |
| Cc1ccc(CSc2nnnn2C)cc1 | i | 0 |
| COc1ccc(-n2c3c(cc(C(=O)N4CCN(CCO)CC4)c2=O)C(=O)CC(C)(C)C3)cc1 | i | -12 |
| Cc1cccc(Cc2cnc(NC(=O)C3=NCCN3)s2)c1 | i | -3 |
| COC(=O)C1=CN(c2ccc(F)cc2)C=C(C(=O)OC)C1c1ccc([N+](=O)[O-])cc1 | i | . |
| CCN1CCN(c2cc(C)c3cc(NC(=S)NCCCN4CCc5ccccc5C4)ccc3n2)CC1 | i | -13 |
| CC1CCCC(n2cnc3cc(C(=O)O)ccc32)C1C (stereo not given) | i | -6 |
| Cc1c(CCC(=O)NCCCn2ccnc2)c(=O)oc2c(C)c3occ(C(C)(C)C)c3cc12 | i | -29 |
| O=S1(=O)Cc2cc3ccccc3cc2C1 | i | -34 |
| Cc1ccc(S(=O)(=O)NCC(=O)OCC(=O)N(C)C2CCCCC2)cc1 | . | -22 |
| N#CCO/N=C(\c1ccccc1)c1ccncc1 | i | -10 |
| CCC(C)[C@H](NC(=O)[C@@H]1CSC2c3ccccc3C(=O)N21)C(=O)NCc1ccncc1 (stereo not given in full) | i | -32 |
| CN(C)/C=C/C(=O)c1ccc(Oc2ncccn2)cc1 | i | -27 |
| O=C(C1CCCO1)N1CCN(C(=S)Nc2ccccc2)CC1 (stereo not given) | i | -5 |
| CCN1CCN(C2CCCCC2NS(=O)(=O)c2ccccc2)CC1 (stereo not given) | i | -33 |
| CC(=O)c1cccc(NS(=O)(=O)c2ccc(N/C=C\C(=O)c3ccc(C)cc3)cc2)c1 | i | 49* |
| NS(=O)(=O)c1ccc(NC(=O)COC(=O)CSCc2ccc(F)cc2)cc1 | . | 3 |
| Cc1cccc(NC(=O)CN2CCN(CC(=O)NCc3ccc(Cl)cc3Cl)CC2)c1C | . | -26 |
| Fc1cccc(C[n+]2csc3ccccc32)c1 | i | 3 |
| CCN(CC)S(=O)(=O)c1ccc(OC)c(NC(=O)c2ccc(-n3cncn3)c([N+](=O)[O-])c2)c1 | i | -27 |
| N#CCCn1c(C2CCCCC2)nc2ccccc21 | i | -20 |
| CC(=O)Nc1ccc(S(=O)(=O)NCCc2cc3ccc(C)c(C)c3[nH]c2=O)cc1 | i | -7 |
| CC(=O)Nc1ccc(S(=O)(=O)N/N=C/c2ccc(C)o2)cc1 | i | . |
| O=C(NCc1ccco1)C1CC(c2cccc([N+](=O)[O-])c2)=NO1 (stereo not given) | i | -12 |
| Cc1c(Cl)c([N+](=O)[O-])nn1Cc1ccc(C(=O)N/N=C\c2ccccn2)o1 | i | -20 |
| O=C(NC(=S)Nc1ccccc1O)c1ccc(-c2ccc(Cl)cc2)o1 | i | -12 |
| CCC(=O)N1CCc2cc(S(=O)(=O)N3CCN(c4cc(Cl)ccc4C)CC3)ccc21 | i | -15 |
| Cc1ccc(C2(C)NC(=O)N(CC(=O)N3c4ccccc4NC(=O)CC3C)C2=O)cc1 (stereo not given) | . | -9 |
| Cc1ccc(S(=O)(=O)c2cnc3cc(C)nn3c2N)cc1 | i | -20 |
| O=C(CNc1cccc(S(=O)(=O)N2CCCC2)c1)Nc1cccc(C(F)(F)F)c1 | . | 35 |
| Cc1noc(C)c1S(=O)(=O)Nc1ccc(C(=O)N2CCN(c3cccc(Cl)c3)CC2)cc1 | i | 56* |
| Cc1nc(Cc2nnc(SCC(=O)Nc3c(C)cccc3C)o2)cs1 | i | -15 |
| O=C(CN(Cc1ccc(F)cc1)S(=O)(=O)c1ccc(S(=O)(=O)N2CCOCC2)cc1)Nc1ccccc1 | i | -22 |
| O=C(CCC(=O)N1CCN(S(=O)(=O)c2ccccc2)CC1)NC1CCCc2ccccc21 (stereo not given) | i | -27 |
| Cc1ccc(S(=O)(=O)N2CCCC(NC(=O)N3CCN(c4ccccc4)CC3)C2)cc1 (stereo not given) | i | -33 |
| CC(=O)Nc1ccc(NC(=O)c2ccccc2N(C)S(C)(=O)=O)cc1 | i | -2 |

Next section
| structure | CHT PAM | OX1R antag |
| --- | --- | --- |
| CCOC(=O)c1c(C)c(C(=O)NCCCOC)c(C)n1C | i | -20 |
| CC(NC(=O)COC(=O)/C=C/c1ccc2c(c1)OCO2)c1ccccc1 (stereo not given) | . | -10 |
| COc1ccc(NC(=O)NNC(=O)c2ccc3ccccc3c2O)c(OC)c1 | i | 0 |
| COc1ccccc1N1CCN(C(=O)c2cc3cc(Cl)ccc3[nH]2)CC1 | i | -20 |
| COC(=O)N1C(=O)[C@](c2ccc(Cl)cc2)(C(C)C)N1C(=O)OC | i | -8 |
| O=C(Nc1ccc2c(c1)OCCO2)c1cccc2nc3ccccc3nc12 | i | -21 |
| CSc1cccc(NC(=O)C2C3C=CC4(O3)C2C(=O)N(CCCN2CCOCC2)C4C(=O)NC2CCCCC2)c1 (stereo not given) | i | -13 |
| CCOC(=O)c1cc(-c2ccc(OC(F)F)cc2)nc2nc(SC)[nH]c(=O)c12 | i | -9 |
| CCCNc1nc2c(c(=O)[nH]c(=O)n2C)n1CCc1ccccc1 | i | -13 |
| C[n+]1cccc2c(Br)ccc([O-])c21 | 6.4* | -14 |
| CCN(CC)S(=O)(=O)c1ccc(N2CCOCC2)c(NC(=O)Cc2ccccc2)c1 | i | -33 |
| CN1CCCN(C(=O)c2cc(-c3ccc(Cl)c(Cl)c3Cl)nc3ccccc23)CC1 | i | -11 |
| COC(=O)c1ccc(OC(=O)c2ccco2)cc1 | i | -35 |
| Nc1n[nH]c(C2CC2)c1N=Nc1ccc(Cl)c(Cl)c1 | i | -40 |
| O=C(O)c1cc(OCc2ccccc2)cc(OCc2ccccc2)c1 | i | -8 |
| O=C(CSc1nc2ccccc2s1)N/N=C/c1ccccc1C(=O)O | i | -17 |
| CN(CCCNC(=O)CCC(=O)N1CCOc2ccc(Cl)cc21)Cc1ccccc1 | i | -19 |
| CN1CN(C)c2ccc([N+](=O)[O-])c3cccc1c23 | i | -9 |
| COc1cc(C(=O)N(CCc2ccccc2)C2CC3CCC(C2)N3C)cc(OC)c1OC (stereo not given) | i | -12 |
| CC(C)CCNC(=O)CNC(=S)N(CCCN1CCOCC1)Cc1cccs1 | i | -22 |
| CC1(C)Cc2nc(NCCCO)c(C#N)cc2CO1 | i | -14 |
| CCOc1ccc(C(=O)NC(=S)Nc2cc(C)ccn2)cc1[N+](=O)[O-] | i | -18 |
| c1ccc(Cc2nc3ccccc3[nH]2)cc1 | i | -13 |
| O=C1CSCN1c1ccc(Cl)cc1 | i | -12 |
| COc1ccc(NS(=O)(=O)c2cc(C(=O)N3CCCCCC3)ccc2C)cc1 | . | -11 |
| Cc1ccc(C(c2nnnn2C(C)(C)C)N2CCC(C)CC2)cc1 (stereo not given) | i | -33 |
| CCn1nc(C(=O)NNC(=O)c2ccccc2OCc2c(C)noc2C)c2ccccc2c1=O | . | -2 |
| NC(=O)COC(=O)/C=C/c1cccc(Br)c1 | i | -1 |
| Cc1nnc(NC(=O)CSc2ccc(-c3ccco3)nn2)s1 | i | -16 |
| Cc1c(C(N)=O)c(-c2ccccc2)nn1-c1ccccc1 | i | -14 |
| COc1ccc([C@H]2/C=C\CN(S(=O)(=O)c3ccc4ccccc4c3)[C@@H](C)C(=O)N2Cc2ccc(F)cc2)cc1 | i | -6 |
| O=C(CNC(=O)c1ccccc1O)N/N=C/c1ccccn1 | i | 2 |
| COc1ccc(OC)c(NC(=O)c2ccc(-c3cccs3)cc2)c1 | i | -11 |
| O=S1(=O)C=C(SCc2ccccc2)Nc2ccccc21 | i | -2 |
| Cn1cc(CN2CCN(c3ccc(Cl)cn3)CC2)c(-c2ccccc2F)n1 | i | -19 |
| OCCC1CN(Cc2ccccc2-c2ccco2)CCN1C1CCCC1 (stereo not given) | i | -29 |
| Cc1ccc(CN(CC(=O)NCCc2ccccc2)C(=O)CCCC(=O)Nc2cc(C)on2)cc1 | i | -49 |
| CN=c1scc(-c2ccccc2F)n1/N=C/c1ccc[nH]1 | i | -3 |
| COc1ccccc1CNC(=O)N1CCN(c2ccccc2C)CC1 | i | -18 |
| COC(=O)/C(=C\Nc1ccc(Cl)cc1Cl)NC(=O)c1ccc(Cl)cc1Cl | i | -46 |
| CS(=O)(=O)c1ccc(Cl)c(NC(=O)COC(=O)c2ccc(F)cc2Cl)c1 | i | -15 |
| CCN(C(=O)COC(=O)c1cc(S(=O)(=O)Nc2c(C)n(C)n(-c3ccccc3)c2=O)ccc1Cl)C1CCCCC1 | i | -13 |
| CCN(C[C@H]1N[C@@](CC)(C(=O)OC)[C@H]2C(=O)N(Cc3ccccc3)C(=O)[C@@H]12)C(=O)c1ccc(F)cc1 | . | -30 |
| N#CCSc1nc2scc(-c3cccs3)c2c(=O)n1CCc1ccccc1 | i | -15 |
| CCOC(=O)c1cc2c(=O)n3cccc(C)c3nc2n(CCCOC)c1=NC(=O)c1cccnc1 | i | -30 |
| CCN(CC)C(=O)CN(c1ccc(Cl)cc1)S(=O)(=O)c1ccccc1 | i | -9 |
| CCOc1ccc(-c2nc(C#N)c(NCC3CCCO3)o2)cc1 (stereo not given) | i | -17 |
| O=C1Nc2ccccc2C(=O)N2C[C@@H](O)C[C@H]12 | i | -14 |
| CC(OC(=O)c1cccs1)C(=O)NCc1ccco1 (stereo not given) | i | 5 |
| O=C(OCc1c(F)cccc1Cl)c1cnc2ccccc2n1 | i | -2 |
| COc1ccc(N2CCN(C(=O)COC(=O)CNC(=O)c3ccc(Cl)cc3Cl)CC2)cc1 | i | -1 |
| COc1ccc(-c2cc3c(=O)n(CC(=O)Nc4ccc(Cl)cc4)ncn3n2)cc1 | i | -3 |
| Cc1cccc(-c2nc3c(s2)CCc2onc(-c4ccc(Br)cc4)c2-3)c1 | i | -8 |
| CS(=O)(=O)N(CC(=O)N1CCCCCC1)c1cccc(Br)c1 | i | -20 |
| CCn1c(C)cs/c1=N\S(=O)(=O)c1ccccc1 | i | -3 |
| Cc1ccc(SCc2cc(=O)[nH]c(N3CCN(Cc4ccc5c(c4)OCO5)CC3)n2)cc1 | i | -4 |
| Cc1ccc(N2C(=O)[C@@H]3C(c4cccnc4)=NO[C@@H]3C2=O)c(C)c1 | i | -21 |
| CC(=O)Nc1ccc(NC(=O)c2ccc(COc3ccccc3)cc2)cc1 | i | 2 |
| CCSc1nc2ccc(OC)cc2cc1C#N | i | -20 |
| O=C(COC(=O)c1ccccc1SCC(=O)N1CCCC1)NC1CCCCC1 | i | -38 |
| Cc1cc(S(=O)(=O)NCCN2CCOCC2)c(C)s1 | i | -14 |
| CCSc1nnc(NC(=O)C(C)(C)C)s1 | i | -12 |

No enrichment for hits; about 0.83% have a hit in one of these screens.
